Screening data as filed in PubChem.
Eya2 inh: blocks the phosphatase activity of human Eya2 | O00167 | recombinant Eya2, OMFP fluorescence dephosphorylation (OMFP is methylfluorescein phosphate) | Potency, µM (series often up to 76.9 µM), for inactives: at the highest dose activity, negative = inhibition, hits mostly inhibitors | actives 0.006% (n = 330,000); further: potency means the concentration at half of the fitted maximal effect; on the % scale 0 is the no-effect control and ±100 the full control effect
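Eya2 protein (added as 0.2 uM solution) was preincubated with compound for 10 min at ambient temperature in 50 mM HEPES pH 7.5, 50 mM NaCl, 5 uM MgCl2, 0.05% BSA, 1 mM DTT. OMFP (added at 50 uM) then reacted 10 min; fluorescence read at 485/525 nm.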
TSHR antagonist: antagonists of human thyroid stimulating hormone receptor; P16473; TSHR-expressing cells, TSH-stimulated cAMP HTRF, 2 h; active compounds read low; activity change, negative = inhibition, % at 11.5 µM; actives 0.2% (n = 330,000);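 active means activity change below a set negative limit, meaning inhibition stronger than a set level, cut at about -70% in these data; inconclusive means activity change between two set negative limits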; further: on the % scale 0 is the no-effect control and ±100 the full control effect
Target sequence (P16473 whole entry, looked up): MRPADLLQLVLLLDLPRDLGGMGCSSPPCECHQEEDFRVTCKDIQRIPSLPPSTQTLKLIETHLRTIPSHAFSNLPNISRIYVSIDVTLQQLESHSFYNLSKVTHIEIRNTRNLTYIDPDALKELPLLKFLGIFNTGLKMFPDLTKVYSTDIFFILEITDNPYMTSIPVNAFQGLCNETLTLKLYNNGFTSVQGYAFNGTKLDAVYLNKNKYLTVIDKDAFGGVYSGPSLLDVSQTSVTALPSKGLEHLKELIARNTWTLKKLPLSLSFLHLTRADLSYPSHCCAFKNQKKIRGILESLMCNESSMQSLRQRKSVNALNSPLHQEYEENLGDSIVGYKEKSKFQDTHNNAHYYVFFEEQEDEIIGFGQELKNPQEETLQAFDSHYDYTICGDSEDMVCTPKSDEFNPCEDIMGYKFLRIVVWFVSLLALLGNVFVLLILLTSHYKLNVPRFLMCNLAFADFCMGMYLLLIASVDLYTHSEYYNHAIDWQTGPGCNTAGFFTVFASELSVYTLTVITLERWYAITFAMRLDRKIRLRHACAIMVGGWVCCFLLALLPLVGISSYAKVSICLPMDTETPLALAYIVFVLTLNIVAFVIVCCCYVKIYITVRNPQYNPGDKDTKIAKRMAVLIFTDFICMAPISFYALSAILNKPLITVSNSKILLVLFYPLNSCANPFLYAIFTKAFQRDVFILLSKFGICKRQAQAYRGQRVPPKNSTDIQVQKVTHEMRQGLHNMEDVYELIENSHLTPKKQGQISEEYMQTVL
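Read-out is FRET at 665 nm (cryptate excitation 337 nm) from a cryptate-tagged anti-cAMP antibody, competed by cell cAMP against cAMP-d2. Compounds are tested on freshly harvested TSHR cells challenged with 4nM TSH (EC80) for 2 hours at 37 deg C.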
Tb PFK block: T. brucei PFK enzyme inhibition; AID 485367; T. brucei PFK, ADP-Glo luminescence; actives 0.17% (n = 330,000); Potency, µM (top dose mostly 57.5 µM), inactives show top-dose activity, negative = inhibition, most hits filed as inhibitors; O15648;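 further: potency means the concentration at half of the fitted maximal effect; 0% = uninhibited 1x PFK enzyme wells and -100% = no-enzyme wells; nearly all actives have a fitted effect of over 60% in size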
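Luminescent ADP detection (ADP-Glo, two-step: ATP depletion then ADP-to-ATP conversion for luciferase) reported PFK activity after 45 min room-temperature reaction of 1.25 nM enzyme with 0.5 mM F6P and 0.1 mM ATP at pH 8.0.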
A-T KAP1 phos: potential ataxia-telangiectasia treatment. AID 485349. […] A-T fibroblasts, KAP-1 phosphorylation AlphaLISA; neocarzinostatin DNA damage 30 min before lysis. actives 0.19% (n = 320,000). Potency, µM (top dose mostly 57.5 µM), inactives show at the top dose activation, hits mostly activators; further: potency means the concentration at half of the fitted maximal effect; % of control where 0% means no effect; nearly all actives have a fitted effect of over 45% in size
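ATM-like activity read as KAP-1 phosphorylation via AlphaLISA donor/acceptor antibody pairs after lysis and 6 hr at 25C. Cells were ATM-null patient fibroblasts ([…], hTERT), dosed 60 min, then exposed to the DSB inducer NCS for 30 min.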
TCR act: T cell receptor activation; primary human leukocytes, anti-CD3, IL-2 HTRF, 48 h; Potency, µM (top dose mostly 9.22 µM), for inactives: at the highest dose activation of IL-2 secretion, hits mostly activators; 330,000 tested, under 10 active; AID 504894; further: % of control where 0% means no effect
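Compounds are tested in HTS on primary human leukocytes co-incubated with a-CD3 beads for 48 hr. IL-2 output is measured by time-resolved FRET.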
ASM inhibitor: human S-ASM enzyme inhibition; Potency, µM (series often up to 57.5 µM), for the others: at the top dose activity change, negative = inhibition, actives largely listed as inhibitors; P17405; placental ASM, HMU-PC fluorogenic substrate, 60 min; AID 504937; actives 0.006% (n = 340,000); further: potency means the concentration at half of the fitted maximal effect
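qHTS format. ASM enzyme prepared from human placenta hydrolyses the fluorogenic substrate HMU-PC0 (9 uM final) over 60 min at 37 °C after a 10 min compound preincubation.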
TSG101-PTAP inh: blocks PTAP/TSG101 interaction to inhibit HIV-1 budding; Q99816; Fluorescence polarization, FITC-PTAP peptide / Tsg101 binding; Potency, µM (doses to about 115 µM), inactives show top-dose activity change, negative = inhibition, actives largely listed as inhibitors; 340,000 tested, under 10 active; AID 493005; active means well fitted inhibition curve with a large enough effect in the main read-out, with a control signal flat, not every such curve was filed as active; inconclusive means small, poorly fitted or top-dose-only effect, or effect the other way, or a change in a side signal; inactive means no such curve, though single readings can be large or run the other way; further: potency means the concentration at half of the fitted maximal effect; % of control where 0% means no effect
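Fluorescence anisotropy tracks displacement of a FITC-tagged PTAP peptide (50 nM) from the Tsg101 binding domain (10 uM), following a 20 min room-temperature incubation at pH 7.5.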
Mito fusion act: mitochondrial division inhibition or fusion activation; S. cerevisiae fusion-defective mutant growth rescue, CellTiterGlo 48 h; AID 485298; actives 0.23% (n = 320,000); Potency, µM (doses to about 46.1 µM), inactives show at the top dose growth rescue (activation), usual class: activators;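 further: potency means the concentration at half of the fitted maximal effect; % of control where 0% means no effect; nearly all actives have a fitted effect of over 45% in size; temperature-sensitive fusion mutants such as fzo1-1 at 37 °C on non-fermentable ethanol glycerol medium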
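Luminescent cell viability in 1536-well qHTS format served as the measure of rescued growth in ts fusion-mutant S. cerevisiae cultured on non-fermentable YPEG for 48 hours at 37C.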
BCR signal inh: inhibitors of chronic active B-cell receptor signaling | ABC-DLBCL IkBa-CBG/CBR reporter, luminescence ratio, 4 h | actives 0.05% (n = 340,000) | AID 493014 | Potency, µM (top dose mostly 46.1 µM), for inactives: top-dose ratio change, negative = lower green/red ratio, usual class: inhibitors; active means well fitted inhibition curve with a large enough effect in the signal ratio, with a control signal flat, not every such curve was filed as active; inconclusive means small, poorly fitted or top-dose-only effect, or effect the other way, or a change in a side signal; the % refers to the signal ratio;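 further: potency means the concentration at half of the fitted maximal effect; plate controls were basal doxycycline-induced cells for no effect and cells given 10 µM MG132 for full effect; MG132 reads +100%, hits lower the ratio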
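Concentration-response series (up to 46 uM) were applied to TMD8 dual-reporter cells for 4 h at 37C with doxycycline. Green/red ratio, after filter-overlap correction, defined %Activity; red signal alone was normalised to basal cells and zero luminescence.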
Integrin act MD: activates integrin-mediated alleviation for muscular dystrophy; alpha7betagal myoblasts, beta-gal FDG fluorescence, 48 h; Potency, µM (doses to about 38.3 µM), for the others: at the highest dose activation, most hits filed as activators; actives 0.064% (n = 350,000); AID 624291;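 further: potency means the concentration at half of the fitted maximal effect; 100% = response of the positive control SU9516; nearly all actives have a fitted effect of over 60% in size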
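alpha7betagal+/- myoblasts (passage 13, 250/well) treated 48 h at 37C with compounds at 1:260 dilution of DMSO stock. Lysed, then beta-galactosidase activity read as FDG fluorescence (ex 480/em 540) after 30 min, with pre-read for autofluorescence.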
ELG1 repair inh: inhibitors of ELG1-dependent DNA repair in HEK293T cells. HEK293T ELG1-luciferase reporter, luminescence, 16 h; DNA damage induced by 5-fluorouridine. Potency, µM (top dose mostly 46.1 µM), for the others: at the top dose activity change, negative = inhibition, usual class: inhibitors. actives 2.3% (n = 330,000). AID 504467; further: potency means the concentration at half of the fitted maximal effect; on the % scale 0 is the no-effect control and ±100 the full control effect; nearly all actives have a fitted effect of over 55% in size
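DMSO vehicle served as the neutral condition. Each well held 2,000 cells given 5-fluorouridine plus compound; after 16 hr at 37 °C/5% CO2, ONE-Glo was added and luciferase measured 30 min later.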
The depositor's hits bear a star; ? = inconclusive; nt = no result given; [ ] = dose if it differs, or a comment. Unless noted, the call rests on the fitted dose curve; in most records, active means well fitted curve in the direction sought with a large enough effect; inconclusive means small, poorly fitted or top-dose-only effect, or another doubt; inactive means no such curve, though single readings can be large; an effect the other way counts as inactive or inconclusive.

Below each compound – Eya2 inh	TSHR antagonist	Tb PFK block	A-T KAP1 phos	TCR act	ASM inhibitor	TSG101-PTAP inh	Mito fusion act	BCR signal inh	Integrin act MD	ELG1 repair inh
CCn1nc(C)c(NS(=O)(=O)c2ccccc2)c1C
 : 4%	0	-3%	-7%	6%	0%	-1%	1%	-6%	6%	?
CCCS(=O)(=O)Nc1c(C(=O)OC)[nH]c2ccccc12
 : 2%	4	-2%	-3%	7%[46.1 µM]	2%	-1%	-11%	0%	26%	-1%
O=C(Nc1ccccc1)OC1CCS(=O)(=O)C1 (stereo not drawn)
 : 2%	1	-1%	8%	-1%[46.1 µM]	2%	-4%	-8%	4%	-5%	5%
Cc1cc(C)cc(-n2c(SCC(=O)NCc3ccc4c(c3)OCO4)nc3ccccc3c2=O)c1
 : -7%	11	6%	-2%	2%[46.1 µM]	-1%	2%	-2%	1%	-23%	?
O=C(Cc1ccc(S(=O)(=O)N2CCCCC2)s1)Nc1ccc(F)cc1F
 : 4%	-6	-4%	8%	2%[46.1 µM]	nt	0%	0%	-1%	-20%	-14%
C/C(=N/NC(=O)c1cccc(N2CCCC2=O)c1)c1ccc(Br)cc1
 : -12%	10	0%	4%	17%	-5%	-6%	3%	5%	5%	-6%
CSc1nc(C=Nc2ccccc2Cl)c(O)n1Cc1cccc(Cl)c1
 : -7%	15	-24%	9%	-3%	4%	0%	-4%	?	-1%	2%
CCOc1ccccc1Oc1coc2cc(OC)ccc2c1=O
 : 8%	8	1%	3%	0%	2%	-7%	4%	3%	-13%	?
Cc1ccc(SCC(=O)N/N=C/c2ccco2)cc1
 : -9%	-18	4%	4%	3%	1%	-1%	-6%	7%	5%	3%
CCOc1ccc(N(CC(=O)Nc2ccc(C)c(F)c2)C2=NC3CS(=O)(=O)CC3S2)cc1 (stereo not drawn)
 : -11%	-7	-1%	2%	-1%	-3%	0%	-5%	?	-2%	4%
CC(=O)N(CCN(C)C)c1nc2cc3c(cc2s1)OCCO3
 : 6%	7	-3%	1%	2%	-3%	-3%	0%	?	-18%	?
CC(NC(=O)c1ccc([N+](=O)[O-])cc1[N+](=O)[O-])c1ccc(-c2ccccc2)cc1 (stereo not drawn)
 : -3%	2	5%	7%	-4%[46.1 µM]	-18%	0%	19%	?	5%	-10%
C=CC1C(OC2OC(CO)C(O)C(O)C2O)OC=C(C(=O)OC)C1CC1CC(=O)CC(CC(=O)CCc2ccc(O)cc2)O1 (stereo not drawn)
 : -16%	0	12%	27%	17%	6%	-3%	-6%	?	-20%	9%
COc1ccc(NC(=O)COc2coc(CN3CCCc4ccccc43)cc2=O)cc1
 : -7%	-2	2%	-3%	4%	0%	-1%	-3%	4%	-9%	13%
CCOCc1c(C(=O)Nc2cc(OCC)c(N3CCOCC3)cc2OCC)oc2ccccc12
 : 2%	28	-2%	4%	-3%	-3%	1%	7%	0%	-15%	13µM*
CCS(=O)(=O)N1CCCC(C(=O)c2ccc(OC)cc2C)C1 (stereo not drawn)
 : -14%	-4	-8%	-4%	4%	-4%	-2%	-5%	2%	11µM*	-8%
O=C(COC(=O)c1c[nH]c(=O)[nH]c1=O)Nc1ccccc1F
 : -4%	-22	0%	7%	-12%	0%	2%	0%	3%	29%	2%
CCN(CC)CCOC(=O)C(Cc1cccc2ccccc12)CC1CCCO1 (stereo not drawn)
 : 3%	-7	0%	-5%	-1%	-2%	-5%	-13%	0%	0%	-3%
COc1ccc(N2CCN(C(=O)c3ccc4c(=O)n(Cc5ccc6c(c5)OCO6)c(=O)[nH]c4c3)CC2)cc1
 : -8%	5	-2%	14%	14%	1%	-6%	0%	-3%	-1%	27%
CCC(=O)N1CCc2cc(Br)cc(S(=O)(=O)NCC3CCCN3CC)c21 (stereo not drawn)
 : 7%	0	17%	0%	-3%	2%	-3%	0%	?	-13%	16%
Cn1c(=O)[nH]c(=O)c2c1nc(Br)n2CCCSc1nc2ccccc2o1
 : 5%	-13	0%	-3%	nt	-1%	-2%	13%	?	-3%[7.66 µM]	?
CCCC1c2ccc(C)n2CCN1C(=O)Nc1ccccc1Cl (stereo not drawn)
 : 3%	-13	0%	-3%	1%	14%	-5%	2%	5%	-35%	?
Nc1cc(N)nc(SCC(=O)Nc2ccccc2)n1
 : -4%	-11	-9%	nt	-2%[46.1 µM]	3%	-9%	4%	?	25%	12%
COC(=O)c1ccc(CSc2n[nH]c(-c3ccccc3)n2)o1
 : -6%	6	-11%	-2%	1%	-3%	-1%	-4%	?	2%	13%
O=C1N(CC(=O)N2CCc3ccccc32)CCN1Cc1ccc(Cl)cc1
 : -34%	3	1%	-8%	3%	0%	0%	4%	4%	0%	?
COCCCn1c(=N)c(C(=O)NCc2ccc3c(c2)OCO3)cc2c(=O)n3ccccc3nc21
 : -21%	3	1%	-5%	-2%	187%[activator]	-8%	-3%	-1%	11%	-15%
Cc1ccc(OCC(=O)NC(=S)Nc2ccc(S(=O)(=O)Nc3cc(C)on3)cc2)c(Br)c1
 : 12%	-7	2%	5%	0%	-4%	-3%	0%	0%	-3%	16%
CCC(NS(=O)(=O)c1cccs1)c1ccc(C)cc1 (stereo not drawn)
 : 1%	-1	-1%	15%	1%	-1%	-7%	2%	3%	17%	15%
CC(C)C[C@H](NC(=O)c1nc[nH]c1C(=O)NCCNC(=O)OC(C)(C)C)C(=O)CNCCNC(=O)c1[nH]cnc1C(=O)N[C@@H](C)C(=O)OC(C)(C)C
 : 7%	29	-2%	-8%	-2%	-2%	0%	nt	?	33%	-3%
Cc1cc(C)n(-c2ccc(NC(=O)C3CCN(Cc4cc(C)c(C)o4)CC3)cc2)n1
 : -1%	2	-1%	-3%	-2%	7%	1%	-4%	1%	?	-5%
CCOC(=O)N1CCc2c(sc(NC(=O)Cc3ccccc3)c2C(=O)c2ccc(OC)cc2)C1
 : -9%	-2	-3%	-6%	-4%	-7%	0%	3%	?	-36%	?
C[C@@H]1CCCCCCCCC(=O)OCCN(C(=O)OC(C)(C)C)[C@H](C)CCCCCCCCC(=O)OCCN(C(=O)OC(C)(C)C)[C@H](C)CCCCCCCCC(=O)OCCN1C(=O)OC(C)(C)C
 : 6%	3	0%	-1%	-4%	1%	0%	nt	1%	5%	10%
Cc1nc(-c2ccc(F)cc2)c(CC(=O)N2CCN(S(=O)(=O)c3cccc(F)c3)CC2)s1
 : -2%	-7	7%	1%	6%	5%	-5%	-5%	9%	22%	?
COc1ccc(C(=O)CCC(C)(C)[N+](=O)[O-])cc1
 : -5%	-1	2%	-2%	-8%	1%	1%	7%	-4%	?	-2%
CCCOc1cc(C)c(S(=O)(=O)NCCOC)cc1C
 : 8%	-1	-3%	-2%	-4%	-1%	-3%	-5%	-8%	4%	-10%
O=C(Nc1ccc(C(F)(F)F)cc1)N1CCN(c2ccnc3cc(Cl)ccc23)CC1
 : 3%	13	1%	-3%	-3%	-3%	-1%	?	0%	-72%[inhibitor]	?
N/C(=N\OC(=O)c1ccccc1Cl)c1ccccc1
 : 1%	-3	-9%	13%	-2%	1%	-8%	2%	-15%	1%	?
c1ccc(CN(Cc2ccccc2)Cc2nnc(-c3cc4ccccc4[nH]3)s2)cc1
 : -16%	-3	4%	0%	4%	41%	4%	nt	1%	nt	-6%
Cc1noc(C)c1S(=O)(=O)N(C)C[C@H]1Oc2c(NC(=O)Nc3ccc4c(c3)OCO4)cccc2C(=O)N([C@H](C)CO)C[C@@H]1C
 : 3%	12	-2%	1%	0%	-9%	-2%	nt	?	2%	?
